# High-throughput results as filed in PubChem.
# MOR-DOR inv ag: mu-delta opioid heterodimer inverse agonism; P35372+P41143; cell-based MOR-DOR heterodimer luminescence; inhibition, % at 9.3 µM; actives 0.21% (n = 340,000); in the data active = inhibition above about 22%, passing the limit was not always enough;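 note: 0% = cells with DMSO and 100% = wells without cells with DMSO; values of inactives mirror those of a sister screen read the other way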
# HTR5A inv ag: HTR5A inverse agonism, opioid heterodimer counter-screen; P47898; HTR5A cell line, luminescence; inhibition, % at 9.3 µM; actives 0.083% (n = 340,000); in the data active = inhibition mostly above about 23%, no sharp cut-off; inactive = mostly below about 18%;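 note: 0% = cells with DMSO and 100% = no-cell wells with DMSO; some compounds called inactive have numbers as strong as hits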
# Target sequence (P47898 whole entry, looked up): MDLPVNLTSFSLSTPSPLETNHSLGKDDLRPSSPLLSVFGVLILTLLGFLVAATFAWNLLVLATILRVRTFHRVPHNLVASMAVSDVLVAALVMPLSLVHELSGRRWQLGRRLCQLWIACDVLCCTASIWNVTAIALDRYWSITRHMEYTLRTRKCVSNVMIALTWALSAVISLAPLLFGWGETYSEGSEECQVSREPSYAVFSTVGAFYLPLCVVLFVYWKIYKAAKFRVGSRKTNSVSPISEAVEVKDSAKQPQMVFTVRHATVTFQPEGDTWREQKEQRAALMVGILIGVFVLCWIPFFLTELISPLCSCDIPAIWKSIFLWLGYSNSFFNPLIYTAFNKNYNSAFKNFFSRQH
# MOR-DOR ag: agonists of human mu-delta opioid receptor heterodimerization. activation, % at 9.3 µM. cells, OPRM1-OPRD1 heterodimerization, luminescence. P35372+P41143. actives 0.3% (n = 340,000). AID 504326; in the data active = activation above about 18%;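 note: 0% = vehicle-treated cells and 100% = reference agonist; values of inactives mirror those of a sister screen read the other way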
# PfHsp90 set2: growth inhibition of yeast expressing Plasmodium Hsp90 | S. cerevisiae expressing PfHsp90, BacTiter-Glo ATP, 48 h; yeast lacking PDR1 and PDR3 efflux regulators | inhibition, % at 9.4 µM | actives 0.32% (n = 310,000);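 active = every replicate shows inhibition above about 80%, whatever the replicate mean, limit read from the data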;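 note: 0% = DMSO neutral controls and 100% = 20 µM radicicol positive controls; yeast relying on Plasmodium falciparum Hsp90 in place of its own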
# Tat export inh: inhibitors of E. coli Tat protein transport; inhibition, % at 10 µM; E. coli MC4100 TorA-mCherry Tat export, fluorescence; actives 0.036% (n = 340,000);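 active = mean replicate inhibition at least 50% and at least half of replicates individually reaching 50%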;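 note: exported cargo escapes ClpAP degradation while cytoplasmic cargo is degraded and loses fluorescence; 0% = median of neutral control wells and 100% = median of NaSCN control wells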
# SUMO Mot1 rescue: SUMOylation pathway inhibition by Mot1-301 growth rescue. actives 1% (n = 320,000). S. cerevisiae Mot1-301 growth rescue, ATP luminescence, 38.5C; percent above DMSO median, 100 means doubled. growth rescue, % at 18.8 µM;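 active = every valid replicate shows activation above 250% relative to neutral control wells; inactive = the rest, any valid replicate at or below 250%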;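 note: OY570 slx delta 5 strain wells were the positive control but not used for scaling; some compounds called inactive have numbers as strong as hits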
# AddAB inh: less growth of phage-infected E. coli with AddAB | E. coli expressing H. pylori AddAB, absorbance growth | inhibition, % at 11.9 µM | actives 0.29% (n = 330,000) | AID 435030; in the data active = inhibition above about 12%;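 note: 0% = vehicle wells of infected cells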
# E coli growth: bacterial growth inhibition, counter-screen for AddAB inhibitors. E. coli V3065 growth, OD600 absorbance, 18 h. actives 0.27% (n = 330,000). inhibition, % at 11.9 µM;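 active = inhibition above the campaign's mean inhibition across all tested compounds plus 3 SD, cut at about 9.9% in these data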;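 note: uninfected addAB+ strain grown without phage in ampicillin broth; 0% = DMSO wells and 100% = ciprofloxacin 0.95 µg/ml wells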
# PKA-R2B activ: activates the human PKA-R2B holoenzyme complex; P22694+P31323; PKA-R2B holoenzyme dissociation, Cy5-IP20 fluorescence polarization; R2B truncated from residue 108, S112A mutant; 0% DMSO only, 100% 113 µM cGMP; activation, % at 11.4 µM; actives 0.079% (n = 340,000); AID 504700;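 active = activation above a cutoff set at the mean over all compounds plus 3 SD, cut at about 18% in these data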;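 note: higher means more holoenzyme dissociation and a rise in polarization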
# Target sequence (P31323 whole entry, looked up, other chains not shown, the tested form may be a part): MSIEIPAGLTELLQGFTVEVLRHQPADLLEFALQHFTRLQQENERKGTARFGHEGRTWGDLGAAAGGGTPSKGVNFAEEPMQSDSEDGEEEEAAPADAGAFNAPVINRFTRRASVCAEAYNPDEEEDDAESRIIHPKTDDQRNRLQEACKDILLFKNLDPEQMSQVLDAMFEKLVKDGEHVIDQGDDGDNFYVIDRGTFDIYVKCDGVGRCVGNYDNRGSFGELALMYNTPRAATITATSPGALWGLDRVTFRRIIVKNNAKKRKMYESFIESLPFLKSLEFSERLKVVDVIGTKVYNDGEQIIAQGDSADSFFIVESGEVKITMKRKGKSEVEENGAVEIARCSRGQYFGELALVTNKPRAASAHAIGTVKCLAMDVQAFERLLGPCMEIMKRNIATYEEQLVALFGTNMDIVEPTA
# PKA-R1A activ: PKA-R1A complex activation; activation, % at 11.4 µM; actives 0.083% (n = 340,000); AID 504707; PKA-R1A dissociation, Cy5-IP20 fluorescence polarization; scaled: DMSO 0%, 113 µM cGMP 100%;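 active = percent activation above the mean of all tested compounds plus 3 SD, cut at about 19% in these data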;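 note: higher means more PKAc released from R1A so a rise in polarization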
# phage Ecoli inh: E. coli growth loss with phage present; growth absorbance; inhibition, % at 11.9 µM; actives 0.26% (n = 360,000); AID 651602; in the data active = inhibition above about 11%
# Starred values were filed as active, the others as inactive; i = inactive; . = not tested or not shown.
SMILES,MOR-DOR inv ag,HTR5A inv ag,MOR-DOR ag,PfHsp90 set2,Tat export inh,SUMO Mot1 rescue,AddAB inh,E coli growth,PKA-R2B activ,PKA-R1A activ,phage Ecoli inh
COc1ccc(C(C)=O)cc1CSCCC(=O)O,8.9,-7.8,-2.0,-26.4,5.0,2.5,2.7,-0.5,0.1,2.5,1.4
O=C(CCOc1ccccc1)OCC(=O)c1cc2ccccc2o1,37.0*,9.7,-8.8,8.5,-1.6,i,4.3,-0.2,-2.3,-5.9,0.8
CCOC(=O)C1=C(CSCC(=O)OC)NC(=O)NC1c1cc(C)ccc1C (stereo not given),8.9,1.8,-1.6,.,-4.5,.,-1.5,-0.2,-3.4,-4.1,1.9
Cc1nc2ccccn2c1C(=O)NN=C1CCN(C)CC1,10.5,11.9,-2.1,-3.2,7.6,8.2,1.6,1.0,-12.4,-3.3,2.6
Cc1csc(=O)n1CCC(=O)OCC(=O)NCc1ccc(Cl)cc1Cl,6.4,13.7,-1.0,8.1,-8.2,-1.1,-0.5,0.6,8.6,-4.5,2.4
COc1cccc(-n2nc(C(=O)N3CC(C)CC(C)C3)c3ccccc3c2=O)c1 (stereo not given),-3.1,0.6,0.6,4.7,-3.7,-1.6,-1.9,0.7,5.8,6.3,0.9
CCNc1nc(Oc2ccc(=O)n(-c3ccccc3)n2)nc(N(C)C)n1,11.2,-37.5,-2.1,-15.9,1.8,2.5,2.1,2.4,-3.7,-3.0,3.9
Cc1cc(CNC(=O)COc2ccccc2)c2ccccc2n1,3.0,-51.5,-0.7,-12.1,31.8,.,.,.,-1.6,-6.0,1.5
CC1CCCN(S(=O)(=O)c2ccc(C(=O)NC(C)c3ccccc3)cc2)C1 (stereo not given),-5.0,-0.5,0.9,-1.8,3.1,.,.,.,-10.8,-11.5,-0.2
CCn1c(O)c(/C=N/N=C/c2ccccc2)c2ccc(C3=NNC(=O)CC3)cc21,-25.8,-28.1,5.7,.,1.7,10.4,3.0,1.3,-10.8,-6.9,-1.9
COc1ccc2nc(NNC(=O)C3COc4ccccc4O3)sc2c1 (stereo not given),-4.6,-1.2,0.8,18.7,-4.1,15.4,-0.5,-3.0,9.5,-0.5,-0.5
O=C(NCCN1CCN(c2ccccc2F)CC1)c1ccc2nc3ccccc3c(=O)n2c1,11.7,0.4,-2.5,0.2,-8.2,.,.,.,-1.3,-1.8,1.7
COc1ccc2nc(NC(=O)CN(c3ccc(C)cc3)S(=O)(=O)c3c(C)nn(C)c3C)sc2c1,8.7,12.9,-1.9,.,10.7,-10.1,1.0,-0.3,-2.8,-5.7,0.2
NC(=O)c1ccsc1NC(=O)CCS(=O)(=O)c1ccc(F)cc1,-0.7,10.5,0.1,.,-2.8,13.8,2.0,-1.5,-5.5,-10.2,1.0
COC(=O)CSc1nnc(CNC(=O)c2ccccc2OC)n1C,10.8,16.6,-2.0,9.1,-5.8,-6.5,0.9,-0.8,3.3,-0.3,3.0
Cc1ccc(Nc2nc(C)c(CCC(C)C)c(=O)[nH]2)cc1,-20.1,-3.4,3.6,-10.1,-3.0,220.6,7.7,8.9,6.9,-0.2,4.2
Cc1cc(C)c2cc(C#N)c(NCCNC(=S)NCCCN3CCOCC3)nc2c1,-0.2,-1.6,0.1,-12.7,1.9,-30.0,5.4,-2.5,15.7,9.2,3.2
CC(C)(C)NC(=O)CSCc1c(Cl)cccc1Cl,6.2,12.2,-0.9,22.6,-3.6,4.9,0.3,-0.5,-0.5,3.6,3.4
O=C(NCC1CCCO1)C(c1cccs1)N(Cc1ccccc1)C(=O)c1ccc(-c2ccccc2)[nH]1 (stereo not given),1.0,22.1,-0.2,-9.3,6.6,-3.0,-0.9,0.4,-14.4,9.3,0.7
Fc1ccccc1CNc1nc(-c2cccnc2)nc2ccccc12,-3.3,-7.9,0.6,18.5,4.3,142.4,3.6,-3.0,-3.5,3.2,1.0
COc1cccc(CN2CCN(Cc3nc(-c4cccc(F)c4F)oc3C)CC2=O)c1,6.0,3.7,-0.8,26.5,4.6,-3.7,2.1,-0.3,-5.4,-0.7,1.6
Cc1ccc(Cc2cnc(N)s2)o1,-6.5,2.2,1.1,-21.6,0.8,-0.3,-1.8,-2.9,0.1,-4.0,-2.4
CCCCc1cc(C)c(S(=O)(=O)c2ccccc2C)c(=O)[nH]1,2.0,7.6,-0.5,-41.7,-3.8,6.8,-2.1,-1.3,2.8,2.0,1.9
c1ccc(Cc2nnc(N3CCCCC3)c3ccccc23)cc1,-1.8,-8.8,0.3,-13.4,5.7,5.0,0.4,0.1,10.1,-9.2,5.5
Cn1cc(/C=C(\C#N)C(=O)Nc2ncc(Cc3ccc(Cl)cc3)s2)c2ccccc21,6.8,-2.9,-1.3,-25.2,-8.2,40.8,3.1,0.8,2.0,-9.1,2.0

# Molecules above containing fluorine:
SMILES,MOR-DOR inv ag,HTR5A inv ag,MOR-DOR ag,PfHsp90 set2,Tat export inh,SUMO Mot1 rescue,AddAB inh,E coli growth,PKA-R2B activ,PKA-R1A activ,phage Ecoli inh
O=C(NCCN1CCN(c2ccccc2F)CC1)c1ccc2nc3ccccc3c(=O)n2c1,11.7,0.4,-2.5,0.2,-8.2,.,.,.,-1.3,-1.8,1.7
NC(=O)c1ccsc1NC(=O)CCS(=O)(=O)c1ccc(F)cc1,-0.7,10.5,0.1,.,-2.8,13.8,2.0,-1.5,-5.5,-10.2,1.0
Fc1ccccc1CNc1nc(-c2cccnc2)nc2ccccc12,-3.3,-7.9,0.6,18.5,4.3,142.4,3.6,-3.0,-3.5,3.2,1.0
COc1cccc(CN2CCN(Cc3nc(-c4cccc(F)c4F)oc3C)CC2=O)c1,6.0,3.7,-0.8,26.5,4.6,-3.7,2.1,-0.3,-5.4,-0.7,1.6

# New compounds follow
SMILES,MOR-DOR inv ag,HTR5A inv ag,MOR-DOR ag,PfHsp90 set2,Tat export inh,SUMO Mot1 rescue,AddAB inh,E coli growth,PKA-R2B activ,PKA-R1A activ,phage Ecoli inh
O=C(O)c1ccc(CSc2nc3ccc(NC(=O)c4ccccc4C(=O)O)cc3s2)cc1,7.8,6.3,-1.5,-7.7,8.2,-4.5,4.7,0.5,1.6,-4.1,3.1
O=C(Nn1cnnc1)c1ccccc1Cl,17.1,-5.3,-3.8,0.2,-2.7,6.9,1.2,-1.1,-1.6,1.8,1.5
Cc1ccc(C)c2[nH]c(=O)c(CCNC(=O)CCc3ccccc3)cc12,12.5,-9.1,-2.2,7.9,-1.7,-0.2,-1.7,1.3,7.4,-4.1,0.5
Cc1occc(=O)c1O,-2.3,-12.4,0.4,5.2,-2.2,63.3,-1.8,1.3,-7.5,-0.1,-1.0
CCCCn1c(=O)[nH]c(=O)c2c1nc(-c1ccccc1F)n2Cc1ccccc1,-21.9,16.8,4.5,10.2,-14.0,.,2.5,0.2,-10.2,3.7,2.6
Cc1ccc(NC(=O)COC(=O)CCn2c(C)csc2=O)cc1S(=O)(=O)N1CCOCC1,9.4,33.1,-1.8,.,0.8,30.5,1.0,-1.9,-17.7,3.4,1.9
Cc1nc(N2CCCCC2)c2c(C)c(C(=O)Nc3ccccc3C(F)(F)F)sc2n1,-7.1,-0.6,1.4,22.0,3.3,-3.6,-0.2,-1.9,10.4,1.1,7.1
O=S(=O)(Cc1ccccc1)Nc1ccc(S(=O)(=O)N2CCCC2)cc1,10.9,-0.9,-2.2,15.8,-16.2,4.2,-0.2,1.5,-12.0,-7.6,1.9
Cc1cc(SCC(=O)NC2(C#N)CCCCC2)nc2c(C)cccc12,-4.8,-2.7,0.9,.,2.2,-29.1,3.4,0.9,1.1,-4.5,0.4
COC(=O)C1=C(C(=O)OC)C(c2ccccc2O)c2sc(=O)[nH]c2S1 (stereo not given),13.5,16.0,-2.5,14.0,-9.3,-13.0,1.6,-0.8,-8.4,-7.4,2.5
Nc1nc(Sc2ccc(C(F)(F)F)cn2)n[nH]1,-11.0,0.6,1.5,29.0,2.5,7.8,-0.5,-2.9,-0.8,-9.2,5.5
COc1ccccc1NS(=O)(=O)c1cc([N+](=O)[O-])ccc1N/N=C/c1sc(N2CCOCC2)nc1-c1ccccc1,9.5,-3.7,-1.8,-17.4,-9.0,4.5,-0.5,-0.5,-2.5,1.8,1.3
Cc1ccc(C(=O)OCC(=O)NCc2cccs2)cc1C,-0.8,4.6,0.1,18.0,0.9,6.4,3.1,1.7,-2.1,2.3,2.8
Cc1ccc(/C=C/C(=O)Nc2ccc(S(=O)(=O)Nc3onc(C)c3C)cc2)cc1,5.2,-5.3,-0.8,-10.4,-4.3,-5.9,-1.1,-1.1,-4.7,-1.9,1.4
COc1ccccc1CNCc1ccc(C)cc1,4.0,1.1,-0.8,-7.1,-3.8,-18.3,0.1,-2.3,5.8,-3.5,0.5
CCOc1cc(C(=O)OCC(=O)c2c(C)[nH]c3ccccc23)ccc1OCC(=O)N1CCOCC1,0.5,-3.1,-0.1,.,0.3,-6.5,4.2,-2.4,7.9,14.7,-0.3
COc1ccccc1NS(=O)(=O)c1ccc(C(=O)N2CCN(c3ccccc3O)CC2)cc1,-10.5,7.5,1.6,-32.9,-1.8,7.4,0.5,-1.4,-2.1,-0.1,3.2
O=C(O)C1CCCCC1C(=O)NCCc1ccccc1 (stereo not given),5.8,-61.7,-1.0,.,4.7,-1.1,5.0,4.1,-6.9,-0.6,0.9
Cc1cc(NC(=O)C(=O)NCc2cccc(Cl)c2)no1,-48.5,3.2,9.7,0.5,-1.3,-4.9,-0.4,0.7,-0.1,-7.4,0.5
COc1cccc(C(=O)Nc2c[nH]c(=O)[nH]c2=O)c1,12.9,6.0,-2.4,10.8,4.1,-15.4,1.0,0.1,0.1,4.4,-0.8
CC(=O)N1CCN(C(=O)CNc2cc(C(F)(F)F)ccc2OCC(F)(F)F)CC1,-1.5,-11.9,0.3,-0.7,1.4,203.4,-0.5,-0.7,0.3,-3.0,-1.3
CC(/C=N/NC(=O)Cn1cnc2ccccc21)=C\c1ccccc1,.,.,.,-8.7,-1.9,-5.7,10.7,5.3,-8.4,-9.3,8.1
CN(Cc1ccccc1)C(=O)COc1ccc(Br)cc1Cl,-11.6,-30.4,2.3,-10.1,3.8,-10.9,-0.5,-1.3,-12.2,3.7,1.2
O=C(/C=C/c1cccs1)Nc1ccc([N+](=O)[O-])cc1,-10.3,-5.2,1.8,-9.1,2.0,10.1,3.9,3.4,-5.0,-5.2,2.8
O=C1NC(=S)S/C1=C\c1cc(Cl)ccc1Cl,16.8,6.5,-3.2,.,-1.0,.,.,.,-1.4,-5.2,8.6
O=C(CCc1nnc2ccc(N3CCCC3)nn12)Nc1ccc(F)cc1F,5.7,15.8,-1.1,-10.3,-5.7,-12.3,4.9,1.5,0.2,-8.7,-0.4
CCOc1ccc(/C=N/Nc2nc(=O)[nH]nc2C)cc1OC,3.6,-21.0,-0.6,.,2.8,3.5,2.5,0.9,-14.6,0.6,3.7
N#Cc1cccc(NC(=O)COc2ccc(-n3ccnc3)cc2)c1,-2.9,-0.5,0.6,19.7,-15.2,3.6,0.0,-1.2,-3.4,-2.5,2.8
Cc1nnc2ccc(Oc3ccc(-c4ccccc4)cc3)nn12,1.9,18.6,-0.4,-17.8,2.5,14.4,1.2,-2.7,-8.5,-3.6,3.8
